High-throughput results deposited in PubChem BioAssay by several laboratories.
MEP2 TOR yeast – yeast TOR pathway MEP2-GFP modulation; GFP response vs DMSO, % at 10 µM; 330,000 tested, 0.51% active; S. cerevisiae MEP2-GFP strain, flow cytometry GFP, 3 h; 100% = DMSO control level;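 active = GFP response versus DMSO above a set limit, roughly screen mean plus 3 SD, cut at about 180% in these data; inconclusive = fewer than 70 cells counted for a yeast strain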;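 note: median GFP fluorescence of the barcode-gated MEP2-GFP cells per well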
GRK2 inh – blocks RNA aptamer binding to human GRK2 | P25098 | 330,000 tested, 0.59% active | bead flow cytometry, FAM-aptamer displacement from GRK2 | inhibition of aptamer binding, % at 10 µM;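 active = inhibition of aptamer binding above 40%, roughly 3 SD of noise, on plates passing a quality check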;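 note: median bead fluorescence of bound FAM aptamer so fluorescent compounds give negative values; no value below 0 was filed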
RPL19A-GFP yeast – yeast TOR pathway RPL19A-GFP modulation; S. cerevisiae RPL19A-GFP strain, flow cytometry, 3 h; active compounds read low; 330,000 tested, 0.3% active; percent response vs DMSO, % at 10 µM; AID 2025;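 active = percent response vs DMSO below 50%; inconclusive = fewer than 70 events counted for the yeast strain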;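 note: median channel GFP fluorescence of the barcoded RPL19A-GFP strain; ratio of sample median GFP to plate DMSO average so 100% = DMSO; lower means less RPL19A-GFP as with rapamycin TOR inhibition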
LAP4-GFP MLPCN – modulators of TOR pathway LAP4-GFP in S. cerevisiae. S. cerevisiae LAP4-GFP multiplex, flow cytometry GFP, 3 h; median GFP as percent of DMSO wells. 320,000 tested, 0.34% active. GFP response vs DMSO, % at 10 µM;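 active = GFP response vs DMSO above a set limit, about the screen mean plus 3 SD, cut at about 150% in these data; inconclusive = under 70 cell events counted for the yeast strain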
AGP1-GFP MLPCN – alters AGP1-GFP fluorescence in TOR pathway yeast screen. S. cerevisiae AGP1-GFP multiplex flow cytometry, 3 h; GFP as percent of DMSO wells. GFP response vs DMSO, % at 10 µM. 320,000 tested, 0.02% active. AID 2066;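 active = GFP response relative to DMSO above a set limit, near screen average plus 3 SD, cut at about 150% in these data; inconclusive = fewer than 70 cells counted for the yeast strain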;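 note: median GFP channel fluorescence of the gated AGP1 strain per well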
CIT2 TOR yeast – alters CIT2-GFP fluorescence in TOR pathway yeast screen; S. cerevisiae CIT2-GFP strain, flow cytometry, 3 h; 100 means same as DMSO wells; GFP response vs DMSO, % at 10 µM; 320,000 tested, 0.065% active;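 active = GFP response relative to DMSO above a set limit, near the screen mean plus 3 SD, cut at about 150% in these data; inconclusive = Fewer than 70 cells measured for a yeast strain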;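 note: ratio of well median GFP fluorescence to mean of DMSO wells on the plate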
VLA-4 inh – inhibition in a human VLA-4 binding assay; P13612; VLA-4 expressing cells, ligand binding flow cytometry; inhibition, % (about 7 µM as worked out from the volumes in the protocol); 330,000 tested, 0.2% active; in the data active = inhibition above about 50%
GASC-1 inh – human JMJD2C demethylase inhibition | GST-JMJD2C(1-420) H3K9me3 demethylation, DELFIA europium | 330,000 tested, 0.069% active | inhibition, % at 2.35 µM | AID 2099;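 active = more than half of a compound's replicate wells show inhibition beyond 50%, single wells judged on their own value; inconclusive = some, but no more than half, of replicates pass 50% inhibition; inactive = no replicate passes 50% inhibition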;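 note: signal counts dimethyl H3K9 product captured on neutravidin plate; 0% = median of DMSO wells and 100% = 0.3 times that DMSO median; strong numbers were not always called active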
Target sequence (Q9H3R0 1-420 limits assumed): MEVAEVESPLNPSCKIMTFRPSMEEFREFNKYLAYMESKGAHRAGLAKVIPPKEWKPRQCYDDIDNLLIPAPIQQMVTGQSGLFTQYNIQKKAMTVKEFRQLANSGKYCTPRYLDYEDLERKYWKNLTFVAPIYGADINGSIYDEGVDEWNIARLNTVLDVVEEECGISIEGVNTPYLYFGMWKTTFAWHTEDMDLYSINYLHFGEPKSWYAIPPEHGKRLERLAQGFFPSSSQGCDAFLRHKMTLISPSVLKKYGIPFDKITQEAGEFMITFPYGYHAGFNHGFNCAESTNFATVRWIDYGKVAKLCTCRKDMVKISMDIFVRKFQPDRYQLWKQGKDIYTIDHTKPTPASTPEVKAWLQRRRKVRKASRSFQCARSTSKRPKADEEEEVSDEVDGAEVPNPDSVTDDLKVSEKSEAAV
An asterisk follows results filed as active; u = inconclusive; x = not tested or not shown; [ ] = dose if it differs, or a comment.

SMILES	MEP2 TOR yeast	GRK2 inh	RPL19A-GFP yeast	LAP4-GFP MLPCN	AGP1-GFP MLPCN	CIT2 TOR yeast	VLA-4 inh	GASC-1 inh
O=C(CSc1ccc2nnc(-c3ccccn3)n2n1)Nc1nccs1	102	3	102	98	105	106	13	7
CCN(CC)S(=O)(=O)c1ccc(C(C)NC(=O)Cc2c[nH]c3ccccc23)cc1 (centres undefined)	116	0	107	102	108	108	13	67
CCN(CC)CCN1C(=O)C(O)=C(C(=O)c2cccs2)C1c1ccccn1 (centres undefined)	103	1	100	100	106	107	18	7
CCN1C(=O)[C@@H]2[C@@H](c3ccc(-c4ccccc4)cc3)N3CCCC[C@@]3(C(=O)OC)[C@@H]2C1=O	105	0	101	107	104	97	13	4
O=C(NNC(=O)c1ccc(O)cc1O)c1ccc(-c2ccccc2)cc1	95	1	96	99	99	111	8	-5
CC(C)(C)Cc1nnc(NS(=O)(=O)c2ccc(F)cc2)s1	106	1	109	100	106	113	0	3
Cc1ccc(CCCOC(=O)C[N+]2(C)CCCC2)cc1	98	0	106	94	104	101	5	-2
COC(=O)c1ccc(/C=N/NC(=O)CNc2cccc(C)c2)cc1	106	1	105	113	116	112	2	-2
Cc1ccc(O)c(CCc2ccc(O)cc2)n1	95	2	99	97	100	96	3	-2
COc1ccc(CC(=O)NNC(=O)c2ccc(NC(C)=O)cc2)cc1	95	0	94	92	94	104	-5	-2
Cc1cc(C)cc(NC(=O)CCC(=O)Nc2nnc(C(C)C)s2)c1	112	0	105	114	114	107	5	4
O=C(NCCCNC1CCCCC1)c1ccc(/C=N/O)nc1	85	2	90	95	91	89	9	2
Cc1onc(-c2c(F)cccc2Cl)c1C(=O)Nc1ccc(S(=O)(=O)N2CCOCC2)cc1	103	2	105	95	100	110	6	-6
CNc1ncnc(Sc2ccc(Cl)cc2)c1[N+](=O)[O-]	104	1	97	132	106	106	-1	-6
CC(C)CC(=O)C1CCCN(C(=O)c2ccc3oc(Cc4ccccc4)nc3c2)C1 (centres undefined)	85	2	99	90	97	93	10	2
COc1ccc(-c2nn(-c3ccccc3)cc2/C=N/NC(=O)c2cccc(S(=O)(=O)Nc3ccccc3Cl)c2)cc1	103	1	100	98	90	91	20	10
Cc1n[nH]c(=S)n1/N=C/c1c(O)ccc2ccccc12	107	4	100	89	94	101	0	10
CCOc1ccc(-c2n[nH]c(C(=O)NN)c2C)cc1	99	1	104	101	99	101	0	-2
CN1CCN(C(=O)c2cc3c(n(-c4ccccc4)c2=O)CC(C)(C)CC3=O)CC1	103	0	103	95	104	108	-10	-3
OC(COc1ccc(Cl)c2ccccc12)CN1CCN(c2ccccn2)CC1 (centres undefined)	102	0	97	101	103	105	3	-13
O=C(/C=C/c1ccco1)Nc1ccc2c(c1)OCO2	98	4	117	111	103	108	8	12
Cc1nn(CCC(=O)N2CCN(S(=O)(=O)c3ccccc3)CC2)c(C)c1C	107	0	103	110	108	109	6	0
O=C1C2CCC(C(O)C2)N1Cc1ccccc1 (centres undefined)	94	0	102	100	101	107	7	-36
C=CC1=C2C=C(C3CC3)N(CCCN(CC)CC)C=C2C(=O)C(C)(OC(=O)c2ccco2)C1=O (centres undefined)	108	4	98	101	109	99	8	-6

The closing two entries of the section before are carried over, then new ones follow:
SMILES	MEP2 TOR yeast	GRK2 inh	RPL19A-GFP yeast	LAP4-GFP MLPCN	AGP1-GFP MLPCN	CIT2 TOR yeast	VLA-4 inh	GASC-1 inh
O=C1C2CCC(C(O)C2)N1Cc1ccccc1 (centres undefined)	94	0	102	100	101	107	7	-36
C=CC1=C2C=C(C3CC3)N(CCCN(CC)CC)C=C2C(=O)C(C)(OC(=O)c2ccco2)C1=O (centres undefined)	108	4	98	101	109	99	8	-6
Cn1c(SCC(=O)Nc2ccc(N3CCOCC3)cc2)nnc1-c1ccco1	102	1	102	94	106	104	7	13
C#CCNc1nc(C)nc2c1nnn2Cc1ccccc1F	96	5	102	97	100	96	-5	5
COCCCNC(=O)c1cccn2c(=O)c3cc4ccccc4cc3nc12	101	0	x	112	96	107	-18	5
Cc1ccccc1-c1nc(-c2cccnc2)no1	94	0	91	88	84	92	5	-10
COc1ccc(NC(=O)CCS(=O)(=O)c2ccc3c(c2)oc(=O)n3C)cc1OC	167[may fluoresce violet]	0	67[may fluoresce violet]	94[may fluoresce violet]	u	u	4	8
CCOc1ccc(C(=O)OCc2nnc(-c3cccs3)o2)cc1OC	97	6	105	113	100	x	8	26
C#Cc1ccc([C@H]2C=C(C(=O)NCc3ccccc3)O[C@@H](OCC)[C@@H]2CCCO)cc1	89	4	97	135	88	110	14	3
O=c1[nH]cnc2nc3n(c12)CCCCC3	89	0	95	88	96	95	5	-6
CCCN(C(=O)c1cc(S(=O)(=O)N(C)c2ccc(OCC)cc2)ccc1C)C1CCS(=O)(=O)C1 (centres undefined)	95	5	101	97	104	93	3	14
O=C(CNC(=O)OCc1ccccc1)NC1CCCCCC1	98	2	95	100	102	86	11	-7
CC(C)c1cccc(-c2ccc3c(c2)S(=O)(=O)c2cccc(C(=O)NCc4ccccc4)c2C3=O)c1	97	0	104	91	101	111	1	5
O=C(Nc1cccn2ncnc12)c1ccccc1	102	1	98	96	97	106	15	0
CCCCn1c(SCC(=O)N2CCCC2)nc2c1c(=O)n(C)c(=O)n2C	100	0	99	97	96	101	-5	6
CC1(NC(=O)N2CCOCC2)CCS(=O)(=O)C1 (centres undefined)	101	0	97	96	100	103	-14	-8
O=C(Nc1ccccc1-c1ccccc1)C(c1ccccc1)c1ccccc1	103	0	103	96	97	96	29	-3
COc1cccc(NC(=O)N2CCCC(C(=O)NCc3ccc(F)cc3)C2)c1 (centres undefined)	89	2	89	91	x	96	3	2
Cc1cc(C)cc(NC(=O)C2(c3ccccc3)CC2(Cl)Cl)c1 (centres undefined)	95	4	96	95	100	92	8	8
Cc1c([C@@H]2C[C@H]3CN(Cc4cccc(Cl)c4)C(=O)[C@]34CCCN24)cnn1C	97	0	99	103	103	100	27	-5
Cc1c(Br)c(C(F)(F)F)nn1CC(=O)NCCCn1ccnc1	98	1	105	94	100	104	8	-23
O=C(O)c1ccc(Cl)c(NCc2cccnc2)c1	112	2	109	105	103	108	-25	2
COc1ccc(C(=O)NCc2csc(-c3cccs3)n2)cc1	95	0	86	104	91	82	7	9
COC(=O)C1(C)NC(c2ccc(F)cc2)C2C(=O)N(c3ccccc3)C(=O)C21 (centres undefined)	103	0	95	89	94	109	-9	-3
CCN(CC(=O)Nc1ccc(NC(C)=O)cc1)CC(=O)Nc1cccc(Cl)c1	100	0	101	100	104	98	14	-4
CC1CCCN(S(=O)(=O)c2ccc(C(=O)Nc3nnc(-c4ccccn4)o3)cc2)C1 (centres undefined)	100	2	102	97	101	105	4	1
Cc1nn(-c2ccccc2)c2c1c(C)c(CCC(=O)NCC1CCCO1)c(=O)n2C (centres undefined)	100	0	102	u	98	101	-15	-8
CCC(=O)NC(=S)Nc1ccc(NC(=O)c2ccc(Br)o2)cc1	107	2	109	97	95	109	-1	-13
C/C(=N\NC(=O)c1cc(-c2ccco2)nc2ccccc12)c1cccnc1	81	0	90	74	86	86	-5	-1
Cc1ccc(N=Nc2c(=O)[nH]n3c(=O)cc(C)[nH]c23)cc1	99	3	99	96	96	98	7	0
Cc1ccc(-c2csc(NC(=O)/C=C/c3cccs3)n2)cc1C	105	0	102	90	101	107	13	0
COC(=O)c1c(S(=O)(=O)N2CCOCC2)c(C)n(C)c1C	109	0	95	108	117	142	2	2
COc1cccc(CNC(=O)C(=O)N2CCC3(CC2)OCCN3S(=O)(=O)c2ccc(C)cc2)c1	103	2	104	97	106	105	-3	19
CC(=O)NCCC(=O)Nc1nc(-c2ccccc2Cl)cs1	107	4	101	99	103	100	23	-24
COc1ccc(OC)c(CNC(=O)CCS(=O)(=O)c2ccc3c(c2)oc(=O)n3C)c1	109	3	102	97	101	104	22	-10
N=c1n(Cc2ccccc2)c2ccccc2n1CC(O)COc1ccccc1 (centres undefined)	110	0	104	103	103	98	13	4
COC(=O)c1c(C)cc(O)cc1O	105	0	96	106	102	96	0	1
CSc1ccccc1C(=O)NCCSc1ccc(C)cc1	112	0	102	99	99	103	-8	-13
CCOc1ccc(N2C(=O)C3C(c4ccc(OC)cc4OC)NC(CCSC)(C(=O)OC)C3C2=O)cc1 (centres undefined)	106	0	98	99	98	100	23	3
O=C(Nc1ccc(C(=O)NCc2ccccc2Cl)cc1)C1=CSCCO1	95	0	100	89	95	97	7	8
CCOCC(=O)N1CCN(c2ccc([N+](=O)[O-])cc2)CC1	96	0	99	87	90	93	5	2
O=C(NCc1ccccc1Cl)c1ccc2ccccc2n1	100	0	101	98	98	96	-2	6
CC(=O)Nc1cccc(C(=O)OCC(=O)NC(=O)Cc2ccccc2)c1	102	0	97	105	106	101	5	0
COCCNC(=O)Cn1ncc2ccsc2c1=O	101	1	96	101	97	101	16	3
Cc1cc(C(=O)CCl)c(C)n1CCc1ccc(Cl)cc1	97	1	100	80	105	98	4	-20
O=C1c2c(O)cc(O)cc2O[C@H](c2ccc(O)c(O)c2)[C@@H]1O	94	3	105	108	90	99	6	2
Cc1nc2ccc(NC(=O)Cc3cccc(F)c3)cc2s1	110	0	102	98	97	100	24	5
O=C(CN1CCN(S(=O)(=O)c2ccc(Br)cc2)CC1)Nc1ccc2c(c1)OCCO2	107	0	104	111	117	109	8	-4
CCOc1cc(CNC2CCCC2)c(Cl)cc1OCC(=O)Nc1ccccc1	103	0	106	96	104	105	2	91
Cc1ccc(C(=O)N(CC(=O)NC2CCCC2)c2cccc(F)c2)s1	126[may fluoresce violet]	0	93[may fluoresce violet]	81[may fluoresce violet]	12[may fluoresce violet]	u	3	-7
CCOC(=O)c1ccc(N=Cc2nc(-c3ccccc3)oc2OC(C)=O)cc1	91	0	92	208*	85	85	22	-4
CCn1cc(Br)c(C(=O)Nc2cccc(Cl)c2)n1	101	0	95	112	89	92	6	45
Cc1nn2cnnc2c(C)c1Cc1c(F)cccc1Cl	87	0	95	88	95	102	20	-2
O=C(COC(=O)c1ccco1)NCc1cccs1	355*[may fluoresce violet]	0	28*[may fluoresce violet]	93[may fluoresce violet]	x	u	6	7
COC(=O)C1=C(C)N(c2ccc(C)cc2)/C(=C/c2ccc(O)cc2)C1=O	119	0	114	103	116	127	8	-6
COc1ccc(CNCc2ccc3c(c2)OCO3)c(OC)c1OC	102	0	109	96	109	100	1	30
CCC(=O)N1c2ccc(S(=O)(=O)NCCc3ccc(OC)c(OC)c3)cc2CC1C (centres undefined)	109	4	102	86	93	99	6	-11
CCSc1nnc(NC(=O)CSc2nc3c(c(=O)n2CC)SC(C)C3)s1 (centres undefined)	97	0	103	103	104	99	4	-1
CCN(CC)CCN(C(=O)c1ccc(S(=O)(=O)N2CCOCC2)cc1)c1nc2cc3c(cc2s1)OCCO3	102	0	111	97	105	112	-2	7
O=c1cc(COc2ccccc2[N+](=O)[O-])nc2sccn12	104	0	96	107	94	91	7	0
CN(CC(=O)Nc1cccc(F)c1)CC(=O)Nc1ccccc1[N+](=O)[O-]	103	2	99	93	95	95	-4	x
